# SKN-1 inh – blocks SKN-1 activity in C. elegans. AID 624304. 360,000 compounds, 0.49% hits. inhibition, % at 21.8 µM. C. elegans VP596 Pgst-4::GFP/RFP ratio, acrylamide-induced, 24 h;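 active = interference check ratio from 0.5 to 1.5 plus GFP to RFP signal ratio inhibition reaching or exceeding a fixed threshold, cut at about 30% in these data, passing the limit was not always enough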; note: some compounds called inactive have numbers as strong as hits
# NadD inh – NadD (S. aureus) enzyme inhibition; purified NadD enzyme, colorimetric absorbance read-out; inhibition, % at 20 µM; 360,000 compounds, 0.78% hits; AID 602399; in the data active = inhibition above about 26%; note: some compounds past the cut are filed as inactive
# FAS-TE inh – blocks the thioesterase domain of human fatty acid synthase | P49327 | recombinant FAS-TE, OMFH fluorogenic substrate, fluorescence endpoint | inhibition, % at 15 µM | 360,000 compounds, 0.67% hits | AID 602261;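 active = compounds whose normalised, plate-corrected inhibition of enzyme fluorescence in the single-dose primary screen is 50% or more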;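 note: 0% = DMSO with enzyme and 100% = substrate without enzyme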
# Rpn11 inh – blocks the human proteasome subunit Rpn11; O00487; human 26S proteasome, Ub4-pepOG fluorescence polarization; 20S core pre-blocked with epoxomicin; calls only at 20 µM; 360,000 compounds, 0.59% hits;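 active = inhibition at 20 µM, scaled to each plate's controls, above about 33%, limit read from the data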
# CSN deneddyl inh – CSN deneddylation inhibition | Q92905 | Purified CSN, SCF-Nedd8-OG deneddylation, fluorescence polarization | inhibition, % at 12.5 µM | 360,000 compounds, 0.38% hits;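 active = pattern-corrected inhibition above about 35%, with an unprinted fluorescence ratio check between 0.5 and 1.5, limit read from the data, passing the limit was not always enough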;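 note: 0% = enzyme with substrate and 100% = substrate without enzyme; some results filed as inactive read as strong as hits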
# Target sequence (Q92905 whole entry, looked up, one chain of several): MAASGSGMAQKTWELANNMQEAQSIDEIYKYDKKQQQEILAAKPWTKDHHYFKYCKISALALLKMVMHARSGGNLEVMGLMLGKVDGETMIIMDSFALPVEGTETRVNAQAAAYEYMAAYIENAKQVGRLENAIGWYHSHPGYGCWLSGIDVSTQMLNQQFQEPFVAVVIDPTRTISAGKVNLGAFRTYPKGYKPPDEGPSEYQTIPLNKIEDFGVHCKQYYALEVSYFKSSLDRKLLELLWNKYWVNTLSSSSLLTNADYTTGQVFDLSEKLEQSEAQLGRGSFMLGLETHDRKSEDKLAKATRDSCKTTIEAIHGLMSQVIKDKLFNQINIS
#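 assay system = purified human Csn5 enzyme expressed in HEK293T cells | amount = 0.24 nM enzyme | buffer or medium = Tris/NaCl/DTT buffer, pH 7.5 | reagent = 10 nM SCFSkp2-Nedd8OG | compound = one concentration, 12.5 µM, 0.25% DMSO | times = 90 min reaction at room temperature | signal = FP | read-out basis = % inhibition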
# MT1-MMP act inh – blocks activation of human MT1-MMP; GFP/RFP ratio change, % at 20 µM; HT1080 RFP-PRO-GFP cells, GFP/RFP ratio fluorescence, overnight; percent of plate control window, DMSO zero; P50281; 360,000 compounds, 0.061% hits;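 active = GFP/RFP ratio change of at least 30% with cell ATP level not reduced by more than half and red fluorescence within 50% of control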; note: strong numbers were not always called active
#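 Compound: 20 µM single dose, 1% DMSO / System: HT1080 RFP-PRO-GFP cells / Controls: DMSO and RFP-L50D-GFP cell wells / Read-out basis: GFP/RFP fluorescence ratio / Schedule: overnight compound exposure at 37 °C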
# Neddyl block – cullin neddylation inhibition. P61081+Q13564. TR-FRET cullin neddylation, biochemical. calls only at 25 µM. 360,000 compounds, 0.58% hits. AID 651699; in the data active = inhibition above about 36%
# Rin1 Abl inh – human Rin1-Abl interaction inhibition; inhibition, % at 7.35 µM; 360,000 compounds, 0.4% hits; TR-FRET Rin1/Abl binding, biochemical; P00519+Q13671; in the data active = inhibition above about 5%, passing the limit was not always enough
# MLLE-PAM2 inh – inhibitors of microRNA-mediated deadenylation, human PABP1 MLLE binding. P11940. GST-MLLE / FITC-PAM2 fluorescence polarization. inhibition, % at 20 µM. 360,000 compounds, 0.36% hits; in the data active = inhibition above about 35%, passing the limit was not always enough;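 note: plate controls were DMSO wells with GST-MLLE for no effect and wells lacking GST-MLLE protein for full effect; some results filed as inactive read as strong as hits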
# Target sequence (P11940 whole entry, looked up): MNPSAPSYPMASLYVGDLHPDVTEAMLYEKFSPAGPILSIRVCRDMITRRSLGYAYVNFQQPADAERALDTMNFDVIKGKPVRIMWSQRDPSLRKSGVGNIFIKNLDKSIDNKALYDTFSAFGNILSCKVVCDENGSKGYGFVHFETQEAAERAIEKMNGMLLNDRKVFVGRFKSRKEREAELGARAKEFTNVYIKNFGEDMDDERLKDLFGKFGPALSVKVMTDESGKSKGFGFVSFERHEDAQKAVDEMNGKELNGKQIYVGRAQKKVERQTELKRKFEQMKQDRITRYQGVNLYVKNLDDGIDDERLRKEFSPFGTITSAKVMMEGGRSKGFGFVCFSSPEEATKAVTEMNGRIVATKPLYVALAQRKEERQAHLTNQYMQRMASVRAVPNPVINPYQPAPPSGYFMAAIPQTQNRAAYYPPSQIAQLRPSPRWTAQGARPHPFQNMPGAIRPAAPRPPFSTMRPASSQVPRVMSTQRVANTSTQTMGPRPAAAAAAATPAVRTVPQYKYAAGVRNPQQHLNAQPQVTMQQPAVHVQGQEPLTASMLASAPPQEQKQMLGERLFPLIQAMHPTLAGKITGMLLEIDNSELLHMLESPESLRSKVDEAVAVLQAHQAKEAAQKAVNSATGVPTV
# * hit, by the source's call; i = inactive; nt = no result given; + = active, no number.
SMILES,SKN-1 inh,NadD inh,FAS-TE inh,Rpn11 inh,CSN deneddyl inh,MT1-MMP act inh,Neddyl block,Rin1 Abl inh,MLLE-PAM2 inh
O=C(COc1ccccc1Cl)NCCCNC(=O)c1cccnc1,-1,-1,-6,i,-2,4,i,1,9
Cc1cc(C)c2c(Cn3ccnc3)cc(=O)oc2c1,17,-6,-12,i,2,-3,i,1,2
CCN(CC)C(=O)c1cc(Cl)ccc1NC(=O)c1ccco1,-12,1,-8,i,6,4,i,-2,-17
Cc1c(C(=O)N2CCC(Cc3ccccc3)CC2)cccc1[N+](=O)[O-],-6,2,24,i,2,1,i,3,-6
CCCOc1ccc(-c2nnc(-c3ccncc3)o2)cc1,10,6,-2,i,0,7,nt,-2,-3
COc1cccc(/C(O)=C2/C(=O)C(=O)N(CCN(C)C)C2c2ccc(Br)cc2)c1 (stereo not drawn),-14,4,0,i,-1,6,i,-3,-7
Cc1ccc2c(c1)c1nnc(SCC(=O)Nc3ccccc3C(F)(F)F)nc1n2CC(=O)O,-4,4,7,i,1,-1,i,-2,25
COc1ccc(S(=O)(=O)N2CCC(C(=O)NCCC(=O)Nc3ccc(Cl)cc3)CC2)cc1,0,-7,-2,i,2,-1,i,-1,-8
COc1ccc(S(=O)(=O)N(C)CC(=O)NCCC2=CCCCC2)cc1OC,-3,1,-2,i,4,14,i,1,-7
O=C(NN=Cc1cc(Cl)ccc1[N+](=O)[O-])c1ccco1,12,0,-7,i,-5,3,i,2,-23
O=C(CCc1nc2ccccc2c(=O)[nH]1)OCC(=O)c1ccc(C2CCCCC2)cc1,-5,13,0,i,-2,-1,i,-2,-13
COc1ccc(O)c(-c2cc(-c3cccs3)[nH]n2)c1,-3,-3,4,i,-4,-2,i,1,-10
CC(Oc1ccccc1)C(=O)Nc1cccc([N+](=O)[O-])c1 (stereo not drawn),-8,-5,23,i,0,-2,i,2,6
O=C(CC1OC(=O)c2ccccc21)Nc1cc(Cl)ccc1N1CCOCC1 (stereo not drawn),-17,-2,7,i,1,6,i,-3,2
CC(=O)Nc1ccc(Nc2nc(-c3cc4ccccc4oc3=O)cs2)cc1,-2,9,-10,i,4,6,i,-1,-60
Cc1cccc(CC(=O)Nc2ccon2)c1,0,0,-6,i,-7,-3,i,0,10
COc1ccc(CCNS(=O)(=O)c2ccc3c(c2)NC(=O)CS3)cc1OC,9,4,-6,i,-1,-2,i,2,4
O=C(NNC(=O)c1ccncc1)c1ccccc1,0,-5,-4,i,5,4,i,0,-14
CC(Nc1c([N+](=O)[O-])c(=O)oc2ccccc12)C(Cl)c1ccccc1 (stereo not drawn),-9,-1,12,i,0,-3,i,-2,11
CC1(C(=O)NS(C)(=O)=O)CCN1C(=O)C/C=C/c1ccccc1 (stereo not drawn),8,-3,-2,i,2,0,i,0,8
Clc1ncccc1-c1nnn(-c2ccccc2)n1,26,-4,-4,i,-4,3,i,-1,7
COc1cc(C2NC(=O)NC(C)=C2C(=O)OC2CCCC(C)C2)cc(Br)c1O (stereo not drawn),-1,-2,30,i,3,0,i,-2,6
COCCn1cnc2c1c(=O)n(CC#N)c(=O)n2Cc1ccccc1,16,-1,-3,i,2,1,i,4,-19
O=C1C2C3C=CC(C3)C2C(=O)N1c1n[nH]c(-c2cccnc2)n1 (stereo not drawn),3,-2,-10,i,2,3,i,0,-11
Cc1ccc(-n2nc3c(N4CCC(C(=O)NCCc5ccco5)CC4)nnc(C)c3c2C)cc1,-16,13,0,i,14,-8,i,-1,-36
CCCN1C(=O)c2ccccc2NC1c1ccc(O)c(OCC)c1 (stereo not drawn),22,-8,-6,i,-5,-1,nt,1,-11
CCC1CCCCN1CCCNC(=O)CN1C(=O)CSc2ccc(S(=O)(=O)N3CCC(C)CC3)cc21 (stereo not drawn),2,-2,-5,i,0,-3,i,2,5
O=C(NC1CC1)C1CCC(=O)N1C1CCCC1 (stereo not drawn),15,-7,-4,i,-3,-1,i,-1,0
CN(CCc1ccccc1)C(=O)c1ccc(NC(=O)Cc2ccc(NC(=O)C3CCN(C(=O)C4CCC4)CC3)cc2)cc1,6,6,-5,i,-1,-2,i,27*,11
CSc1ccccc1OCc1cc(C(=O)N2CCc3sccc3C2)no1,5,-8,16,i,-2,-7,i,0,3
O=C(CSC1=NCCS1)Nc1nc2c(s1)CCCC2,3,4,-13,i,0,-2,i,-1,-2
Oc1c(N=NC(=S)Nc2ccccc2F)c2ccccc2n1Cc1ccc(Cl)cc1,11,6,34,i,-6,0,i,1,19
CC(Sc1ccccc1)C(=O)N1CCN(S(=O)(=O)c2ccccc2F)CC1 (stereo not drawn),4,-11,2,i,6,0,i,2,15
CC(=O)NC(c1ccc(F)c(F)c1)c1nc(-c2ccc(C)c(C)c2)cs1 (stereo not drawn),-8,-10,18,i,-3,1,i,-6,1
CCOc1ccc(N(CC(=O)NCCCOC)S(C)(=O)=O)cc1,14,4,-9,i,2,5,i,3,7
CCOC(=O)N1CCC(NC(=O)c2cccnc2SC)CC1,8,-1,-4,i,-2,0,i,0,0
C[N+](C)(C)CC(O)CC(=O)O (stereo not drawn),6,1,-3,i,1,2,i,-3,0
CCCN(CCC)CC(=O)N1CC(=O)Nc2ccccc21,0,-3,-6,i,-3,1,i,1,6
O=C(c1ccc(Cl)nc1)N1CCN(C/C=C/c2ccccc2)CC1,-14,-2,1,i,2,3,i,3,0
OC[C@@H]1CN(Cc2ccc(Cl)cc2)C[C@H](n2cnc3c(NCc4ccco4)ncnc32)O1,-6,2,1,i,5,1,i,4,-4
CCOc1c(OC)ccc2c3c(c(=O)oc12)CCCC3,14,-3,4,i,10,3,nt,3,7
COc1cc(/C=N/NC(=O)c2sc(N)c(C#N)c2C)ccc1O,-11,-18,-6,i,-8,-4,i,-5,-29
Cc1ccc(/C=C/C(=O)OCC(=O)NC(=O)NCc2ccco2)cc1,7,-3,-3,i,-2,-5,i,1,2
CC(C)c1ccc(NC(=O)Nc2nc(C(N)c3ccccc3Cl)cs2)cc1 (stereo not drawn),-4,18,-15,i,-4,-11,i,1,-1
CCCCc1nc(SCC(=O)N2CCOCC2)c2c(=O)n(C)c(=O)n(C)c2n1,2,-2,-1,i,-6,-3,i,-5,2
COCc1cc(C)c(C#N)c(=S)[nH]1,21,10,-2,i,1,-6,i,-2,37*
COC(OC)C1Nc2ccccc2C(=O)N1c1ccc(F)cc1 (stereo not drawn),15,-2,4,i,10,-2,+,6,4
O=C1NC(=S)N/C1=C/c1cc([N+](=O)[O-])ccc1O,9,3,-2,i,8,-37,i,-2,-31
CC(C(=O)OCC(=O)N1CCN(c2ccccc2)CC1)N1C(=O)c2ccccc2C1=O (stereo not drawn),-2,0,-1,i,-1,5,i,3,-1
CNC(=S)N1N=C(c2ccc(C)cc2)CC1c1ccc(Cl)cc1 (stereo not drawn),31,3,26,i,0,1,i,5,-13
COc1ccc(CCNC(=O)CCCOc2ccc(Cl)cc2)cc1OC,8,-2,2,i,-4,4,i,-1,7
O=C(Nc1ccc(Cl)c([N+](=O)[O-])c1)c1ccncc1,-13,-3,0,i,-14,7,i,-3,-11
Cc1ccc(-c2nn(-c3ccccc3)cc2C2SCC(=O)N2Cc2ccccc2)o1 (stereo not drawn),-8,1,28,i,10,-2,i,-1,1
COc1ccccc1-c1nnc2sc(-c3cc4ccccc4o3)nn12,22,-3,1,i,-8,4,i,0,-20
N#C/C(=C/c1ccc(O)c(O)c1)c1nc2ccccc2[nH]1,-3,-3,-5,nt,124*,-98,i,1,-130
COc1ccc(S(=O)(=O)Nc2ccc(S(=O)(=O)N(C)C)cc2)cc1[N+](=O)[O-],7,2,-6,i,-5,0,i,3,4
COc1cc(C2C(C#N)=C(N)Oc3n[nH]c(-c4ccncc4)c32)cc(OC)c1OC (stereo not drawn),10,-1,2,i,3,-4,i,-4,2
CCCn1nc2cc(C(=O)NC3CCCc4ccccc43)ccc2c1OCC (stereo not drawn),4,1,-5,i,1,0,nt,4,-2
CCOC(=O)C1(Cc2ccc(Cl)cc2)CCN(C(=O)c2ccoc2)CC1,-12,-2,1,i,-6,0,i,0,-5
CC(C)c1ccc(NC(=O)c2ccc(NC3=NC4CS(=O)(=O)CC4S3)cc2)cc1 (stereo not drawn),18,21,-2,i,-3,7,i,0,-108

# MLLE-PAM2 inh: hit marks shown above.
compound,SKN-1 inh,NadD inh,Rpn11 inh,CSN deneddyl inh,MT1-MMP act inh,Neddyl block,Rin1 Abl inh,MLLE-PAM2 inh
COCc1cc(C)c(C#N)c(=S)[nH]1,21,10,i,1,-6,i,-2,37*

# Sorted by SMILES length (highest first): some entries from above
SMILES,SKN-1 inh,NadD inh,FAS-TE inh,Rpn11 inh,CSN deneddyl inh,MT1-MMP act inh,Neddyl block,Rin1 Abl inh,MLLE-PAM2 inh
Cc1ccc(-c2nn(-c3ccccc3)cc2C2SCC(=O)N2Cc2ccccc2)o1 (stereo not drawn),-8,1,28,i,10,-2,i,-1,1
CC(Oc1ccccc1)C(=O)Nc1cccc([N+](=O)[O-])c1 (stereo not drawn),-8,-5,23,i,0,-2,i,2,6
CCOc1ccc(N(CC(=O)NCCCOC)S(C)(=O)=O)cc1,14,4,-9,i,2,5,i,3,7
CCOc1c(OC)ccc2c3c(c(=O)oc12)CCCC3,14,-3,4,i,10,3,nt,3,7
O=C(NC1CC1)C1CCC(=O)N1C1CCCC1 (stereo not drawn),15,-7,-4,i,-3,-1,i,-1,0

# The list continues:
SMILES,SKN-1 inh,NadD inh,FAS-TE inh,Rpn11 inh,CSN deneddyl inh,MT1-MMP act inh,Neddyl block,Rin1 Abl inh,MLLE-PAM2 inh
CC(OC(=O)c1cccc(N(C)C)c1)C(=O)N1CCc2ccccc2C1 (stereo not drawn),-4,-2,1,i,-2,0,nt,1,-3
COc1ccc(OC(=O)N(C)C[C@@H]2OCc3cn(nn3)CCCC(=O)N([C@H](C)CO)C[C@H]2C)cc1,-1,3,-12,i,0,-1,i,1,-7
COc1ccc(OC)c(NC(=O)CSc2ccc(-c3cccnc3)nn2)c1,4,3,-6,i,3,2,i,-1,-2
Cc1csc(Sc2nc3c(c(=O)[nH]c(=O)n3C)n2CCCc2ccccc2)n1,2,-2,2,i,2,5,i,2,6
Cc1ccc(S(=O)(=O)N2C[C@H]3C(=O)C[C@@H](c4cccc(Cl)c4)N(S(=O)(=O)c4ccc(C)cc4)[C@H]3C[C@H]2c2cccc(Cl)c2)cc1,9,22,23,i,-2,-7,i,-2,9
CCOC(=O)c1cnn2c(N)c(C#N)cnc12,-19,-8,-8,i,-1,2,+,-4,3
N#Cc1ccccc1NC(=O)CN(Cc1ccccc1)Cc1ccccc1,2,-1,21,i,0,-3,i,3,-4
O=C(O)c1ccc(CS(=O)(=O)Cc2ccccc2F)o1,6,-3,-15,i,-4,1,i,2,-1
Nc1c(C(=O)N/N=C/c2cccnc2)oc2nc(-c3ccccc3)cc(-c3ccco3)c12,-14,7,-6,+,-3,-5,+,-2,-58
O=C(c1ccco1)N1CCN(C(=O)N2c3ccccc3Sc3ccccc32)CC1,6,1,14,i,0,13,i,1,2
COc1ccc(C)cc1NC(=O)c1ccc(NC(=O)CC2SC(N3CCCC3)=NC2=O)cc1 (stereo not drawn),15,10,-6,i,-3,1,i,3,-19
C[C@]12C(=O)N(c3ccc(Cl)cc3)C(=O)N1[C@@H]1c3ccccc3OC[C@@H]1[C@H]2c1ccccc1,20,5,55*,i,0,0,i,-4,8
CCC(CC)NC(=O)CN1CCN(S(=O)(=O)c2ccc(Br)s2)CC1,17,-6,-4,i,-1,2,i,-1,6
